# NPSR antagonist: qHTS Assay for Antagonists of the Neuropeptide S Receptor: cAMP Signal Transduction. Potency, µM (top dose mostly 38.3 µM), without a hit: at the top dose activity change, negative = inhibition, most hits filed as inhibitors. AID 1461, 2008. CHO-NPSR cells, cAMP TR-FRET, antagonist mode. Q6W5P4. hit rate 1% among 220,000; also: potency is read from the fitted curve at half-maximal effect; % is scaled to controls: 0 for no effect and ±100 for the full control effect; nearly all actives have a fitted effect of over 50% in size; many of its hits are not listed in these tables
# Target sequence (Q6W5P4 whole entry, looked up): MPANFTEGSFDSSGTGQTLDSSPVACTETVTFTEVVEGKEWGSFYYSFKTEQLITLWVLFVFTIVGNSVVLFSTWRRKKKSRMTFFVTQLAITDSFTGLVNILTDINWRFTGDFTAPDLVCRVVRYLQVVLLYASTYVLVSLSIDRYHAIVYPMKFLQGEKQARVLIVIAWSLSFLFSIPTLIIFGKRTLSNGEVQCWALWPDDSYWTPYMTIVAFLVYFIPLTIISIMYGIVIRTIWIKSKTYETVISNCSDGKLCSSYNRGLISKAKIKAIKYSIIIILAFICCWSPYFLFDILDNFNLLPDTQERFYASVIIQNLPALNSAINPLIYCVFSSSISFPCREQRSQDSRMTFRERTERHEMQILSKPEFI
# Lamin A splicing: qHTS Assay for Modulators of Lamin A Splicing; Potency, µM (series often up to 46.1 µM), for inactives: at the top dose ratio change, negative = inhibition, actives largely listed as inhibitors; AID 1487, 2009; HeLa LMNA splicing GFP/RFP minigene ratio, 48 h; hit rate 0.01% among 200,000; active = well fitted inhibition curve with a large enough effect in the signal ratio, with a control signal flat, not every such curve was filed as active; inconclusive = small, poorly fitted or top-dose-only effect, or effect the other way, or a change in a side signal; the % refers to the signal ratio; also: potency is read from the fitted curve at half-maximal effect; % is scaled to controls: 0 for no effect and ±100 for the full control effect
#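 S3 HeLa stable clones carrying a lamin A-EGFP splicing minigene plus DsRed2 were seeded at 600 cells/well in Opti-MEM with 2% FBS, pin-dosed and incubated 48 h at 37°C. Acumen cytometry (488 nm) gave the GFP/RFP total-intensity ratio.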
# KinaseGlo FLuc: Counterscreen for Luciferase (Kinase-Glo TM) Inhibition | Luciferin 4-monooxygenase (Photuris pensylvanica), Q27757 | Kinase-Glo luciferase, ATP luminescence, 8 min | Potency, µM (doses to about 38.3 µM), for the others: at the top dose activity change, negative = inhibition, actives largely listed as inhibitors | hit rate 0.28% among 200,000 | AID 1379, 2008; also: potency is read from the fitted curve at half-maximal effect; % is scaled to controls: 0 for no effect and ±100 for the full control effect; nearly all actives have a fitted effect of over 60% in size
#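 Luminescence was the read-out, taken after 8-minute incubation at ambient temperature. Luciferase turned over luciferin with 10 uM ATP in imidazole pH 7.2 buffer containing KCl, MgCl2, Tween 20 and BSA.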
# IMPase Li cell: qHTS Assay for Identifying the Cell-Membrane Permeable IMPase Inhibitors: Potentiation with Lithium; CHO-M1 cells, IP1 TR-FRET (IP-One), carbachol + lithium; Potency, µM (top dose mostly 59.4 µM), for inactives: top-dose activity, negative = IMPase inhibition, usual class: inhibitors; hit rate 0.35% among 210,000; AID 1457, 2008;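 also: IP1 builds up when IMPase is blocked and the TR-FRET signal falls; potency is read from the fitted curve at half-maximal effect; plate controls were basal vehicle for no effect and high inhibitor control for full effect; nearly all actives have a fitted effect of over 50% in size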
#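 Steps: plate 2000 CHO-M1 cells per well and culture 16–30 h; add compound and lithium; incubate 30 min, 37C; add d2-IP1 tracer and Eu cryptate anti-IP1 antibody in lysis buffer; read after 10 min at room temperature.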
# Epigenetic reg: Quantitative High-Throughput Screen for Regulators of Epigenetic Control; hit rate 0.2% among 280,000; murine LDR cells, GFP reporter derepression, 30 h; Potency, µM (top dose mostly 53.9 µM), for the others: top-dose GFP activation, actives largely listed as activators; AID 1865, 2009; also: potency is read from the fitted curve at half-maximal effect; % of control where 0% means no effect; nearly all actives have a fitted effect of over 60% in size
#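 In this reporter-derepression format, murine cells bearing a silenced integrated CMV-GFP locus incubate with test compound (30 h, 37 C), then are washed and imaged; fluorescent objects of 20–120 um count as induced cells.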
# CBFb RUNX1 block: qHTS Assay for Compounds Blocking the Interaction Between CBF-beta and RUNX1 for the Treatment of Acute Myeloid Leukemia | Runt-related transcription factor 1 (Homo sapiens) + Core-binding factor subunit beta … | AlphaScreen CBFb-His/RUNX1-biotin binding, biochemical | Potency, µM (doses to about 59.8 µM), for the others: top-dose activity, negative = inhibition, usual class: inhibitors | 230,000 tested, under 10 active | AID 1477, 2009; also: % of control where 0% means no effect
#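 Read-out: AlphaScreen. Format: His-CBF-beta with biotinylated RUNX1 (30 nM each) preincubated 20 min, compound 15 min, Ni-chelate plus streptavidin beads 90 min; room temperature throughout.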
# GLA spleen mod: qHTS Assay for Inhibitors and Activators of Human alpha-Galactosidase From Spleen Homogenate; human spleen homogenate, 4MU-alpha-Gal fluorescence, 40 min; Potency, µM (series often up to 80 µM), for inactives: at the top dose activity change, negative = inhibition, hits mostly inhibitors; AID 2107, 2009; Alpha-galactosidase A (Homo sapiens), P06280; hit rate 0.008% among 240,000;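 also: potency is read from the fitted curve at half-maximal effect; 0% = enzyme with vehicle and -100% = no enzyme basal signal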
# Target sequence (P06280 32-429 limits assumed): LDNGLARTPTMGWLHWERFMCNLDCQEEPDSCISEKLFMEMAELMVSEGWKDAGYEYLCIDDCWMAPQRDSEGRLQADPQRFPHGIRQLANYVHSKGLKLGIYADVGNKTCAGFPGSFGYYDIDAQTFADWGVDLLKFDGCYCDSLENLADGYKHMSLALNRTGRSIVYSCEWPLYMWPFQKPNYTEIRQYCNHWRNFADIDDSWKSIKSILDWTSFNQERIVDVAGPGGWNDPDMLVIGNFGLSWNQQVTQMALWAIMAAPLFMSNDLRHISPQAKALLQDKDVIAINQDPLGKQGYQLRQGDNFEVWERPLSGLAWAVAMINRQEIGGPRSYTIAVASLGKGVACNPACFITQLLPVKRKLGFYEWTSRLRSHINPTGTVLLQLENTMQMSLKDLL
#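 Human spleen homogenate (1 ug) was the enzyme source, with 4-methylumbelliferyl-alpha-D-galactopyranoside (1 mM final) in pH 5.0 citrate buffer with 0.01% Tween-20. Compounds were titrated; after 40 min at 37C, NaOH/glycine stop, 4-MU fluorescence read; AC50 from Hill fits.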
# * marks the source's active call; other numbers are inactive results; ? = inconclusive; / = not tested or not shown; [ ] = dose if it differs, or a comment. Unless noted, calls follow the shape of the dose curve; as a rule, active = well fitted curve in the direction sought with a large enough effect; inconclusive = small, poorly fitted or top-dose-only effect, or another doubt; inactive = no such curve, though single readings can be large; an effect the other way counts as inactive or inconclusive.
# Results follow in this order: CBFb RUNX1 block, Epigenetic reg, Lamin A splicing, IMPase Li cell, KinaseGlo FLuc, GLA spleen mod, NPSR antagonist
COc1ccc(/C=C(/NC(=O)c2ccccc2)c2nc3ccccc3[nH]2)cc1OC
 : 3%, -2.7%, 20%, 20%[38.3 µM], 3%, 11%, -6%[46.1 µM]
COc1cc2cc(C)c3nnc(SCC(=O)Nc4cc(C)on4)n3c2cc1OC
 : 14%, -2.2%, /, -25%, -1%, ?, 0%
CC1(C)SC(=S)N(NC(=O)Nc2ccccc2)C1N(O)C(=O)Nc1ccccc1 (stereo not given)
 : -10%, -0.8%, -3%, -8%[38.3 µM], -2%, 6%, -24%[46.1 µM]
CN(/N=C/c1ccc(Br)o1)C1=NS(=O)(=O)c2ccccc21
 : 3%, 2.3%, /, 5%, 2%, 3%, -10%
O=C(Nc1ccc2c(c1)oc1ccccc12)C1CC1
 : 11%, 1.0%, ?, 4%[38.3 µM], 2%, 4%, -6%[46.1 µM]
Nc1c(Cl)ncnc1N/N=C/c1ccc2ccccc2n1
 : /, ?, ?, 16%, -4%, 0%, -46%
CC1CCc2nc(NC(=O)C3CC3)sc2C1 (stereo not given)
 : 0%, 3.2%, 4%, 22%[38.3 µM], -6%, 1%, 12%[46.1 µM]
N#Cc1ccc(COC(=O)c2ccc3c(=O)[nH]c(CN4CCOCC4)nc3c2)cc1
 : 4%, 0.0%, 7%, 22%[38.3 µM], -1%, 17%, -14%[46.1 µM]
COCCNc1nc(-c2ccccc2CN(C)C)nc2ccccc12
 : /, 1.5%, -6%, -4%, 1%, -3%, /
CCN(CC)S(=O)(=O)c1ccc(NC(=O)C(OC)c2ccccc2)cc1 (stereo not given)
 : -6%, -1.7%, 8%, -9%[38.3 µM], -1%, -11%, -20%[46.1 µM]
O=C(NC1CCCCC1)C(c1ccncc1)N(CC1CCCO1)C(=O)C(F)(F)F (stereo not given)
 : 5%, 0.7%, 10%, 14%[38.3 µM], -3%, 4%, -14%[46.1 µM]
CC1C(=NO)C(C)C(c2ccccc2)NC1c1ccccc1 (stereo not given)
 : -7%, 0.0%, 5%, 36%[activator][38.3 µM], 2%, -14%, -8%[46.1 µM]
O=C(C1CCC(CNc2c(N3CCOCC3)c(=O)c2=O)CC1)N1CCN(c2ccccc2)CC1 (stereo not given)
 : 2%, 2.9%, -8%, 0%, 2%, 0%, 13%
CCOC(=O)C(NC(C)=O)(NC(C)C)C(F)(F)F (stereo not given)
 : 7%, -1.0%, /, /, /, -4%, 9%
Cc1ccc(C(=O)O)cc1NC(=O)CSc1ncnc2sc3c(c12)CCC3
 : 0%, 3.2%, 9%[46 µM], /, /, -4%, 25%
COc1ccc(NC(=O)N2CCN(c3nc(-c4cccc(OC)c4)cs3)CC2)cc1
 : -25%, -0.8%, ?, 17%, 2%, 7%, -13%[46.1 µM]
COc1ccc(C(=O)CSc2nnc(-c3ccc(C)cc3)o2)cc1
 : 2%, -5.8%, -7%, ?, 0%, -2%, -7%[46.1 µM]
COc1ccc(OCC(=O)NCCCN2CCOCC2)cc1
 : -1%, -2.0%, -8%, -8%, 0%, 4%, 4%[46.1 µM]
O=C1NC2(CCc3ccccc32)C(=O)N1CCOc1ccc(Cl)cc1 (stereo not given)
 : 1%, 2.2%, -12%, 15%[38.3 µM], 2%, 1%, -14%[46.1 µM]
CCCC(=O)NNc1c2ccccc2nc2ccccc12
 : -11%, -1.1%, -16%, 8%, -2%, ?, -9%

# Ordered by molar mass (rising): 15 of the compounds above
# Results follow in this order: CBFb RUNX1 block, Epigenetic reg, Lamin A splicing, IMPase Li cell, KinaseGlo FLuc, GLA spleen mod, NPSR antagonist
CC1CCc2nc(NC(=O)C3CC3)sc2C1 (stereo not given)
 : 0%, 3.2%, 4%, 22%[38.3 µM], -6%, 1%, 12%[46.1 µM]
O=C(Nc1ccc2c(c1)oc1ccccc12)C1CC1
 : 11%, 1.0%, ?, 4%[38.3 µM], 2%, 4%, -6%[46.1 µM]
CCOC(=O)C(NC(C)=O)(NC(C)C)C(F)(F)F (stereo not given)
 : 7%, -1.0%, /, /, /, -4%, 9%
CC1C(=NO)C(C)C(c2ccccc2)NC1c1ccccc1 (stereo not given)
 : -7%, 0.0%, 5%, 36%[activator][38.3 µM], 2%, -14%, -8%[46.1 µM]
Nc1c(Cl)ncnc1N/N=C/c1ccc2ccccc2n1
 : /, ?, ?, 16%, -4%, 0%, -46%
COc1ccc(OCC(=O)NCCCN2CCOCC2)cc1
 : -1%, -2.0%, -8%, -8%, 0%, 4%, 4%[46.1 µM]
COc1ccc(C(=O)CSc2nnc(-c3ccc(C)cc3)o2)cc1
 : 2%, -5.8%, -7%, ?, 0%, -2%, -7%[46.1 µM]
O=C1NC2(CCc3ccccc32)C(=O)N1CCOc1ccc(Cl)cc1 (stereo not given)
 : 1%, 2.2%, -12%, 15%[38.3 µM], 2%, 1%, -14%[46.1 µM]
CCN(CC)S(=O)(=O)c1ccc(NC(=O)C(OC)c2ccccc2)cc1 (stereo not given)
 : -6%, -1.7%, 8%, -9%[38.3 µM], -1%, -11%, -20%[46.1 µM]
Cc1ccc(C(=O)O)cc1NC(=O)CSc1ncnc2sc3c(c12)CCC3
 : 0%, 3.2%, 9%[46 µM], /, /, -4%, 25%
N#Cc1ccc(COC(=O)c2ccc3c(=O)[nH]c(CN4CCOCC4)nc3c2)cc1
 : 4%, 0.0%, 7%, 22%[38.3 µM], -1%, 17%, -14%[46.1 µM]
O=C(NC1CCCCC1)C(c1ccncc1)N(CC1CCCO1)C(=O)C(F)(F)F (stereo not given)
 : 5%, 0.7%, 10%, 14%[38.3 µM], -3%, 4%, -14%[46.1 µM]
COc1ccc(NC(=O)N2CCN(c3nc(-c4cccc(OC)c4)cs3)CC2)cc1
 : -25%, -0.8%, ?, 17%, 2%, 7%, -13%[46.1 µM]
CC1(C)SC(=S)N(NC(=O)Nc2ccccc2)C1N(O)C(=O)Nc1ccccc1 (stereo not given)
 : -10%, -0.8%, -3%, -8%[38.3 µM], -2%, 6%, -24%[46.1 µM]
O=C(C1CCC(CNc2c(N3CCOCC3)c(=O)c2=O)CC1)N1CCN(c2ccccc2)CC1 (stereo not given)
 : 2%, 2.9%, -8%, 0%, 2%, 0%, 13%

# Next entries:
# Results follow in this order: CBFb RUNX1 block, Epigenetic reg, Lamin A splicing, IMPase Li cell, KinaseGlo FLuc, GLA spleen mod, NPSR antagonist
Cc1csc2ncc(C(=O)N3c4ccccc4CC3C)c(=O)n12 (stereo not given)
 : 14%, -0.8%, -17%, 14%[38.3 µM], 3%, -1%, 11%[46.1 µM]
CCOC(=O)c1ccc(NCC(O)COc2ccccc2)cc1 (stereo not given)
 : 1%, 2.1%, -5%, 7%, 3%, 4%, -6%
C#CCOc1nc(Nc2cccc([N+](=O)[O-])c2)nc(OCC#C)n1
 : -9%, 5.2%, -9%[46 µM], 8%, 2%, -2%, 55%
O=S(=O)(CCc1nnc(-c2ccc(Br)cc2)o1)c1ccc(Cl)cc1
 : 4%, 1.5%, -1%, 3%[38.3 µM], -1%, -6%, -13%[46.1 µM]
CC(C)(Oc1ccc(Cl)cc1)C(=O)Nc1ccncc1
 : 5%, 0.9%, 5%, -2%[38.3 µM], -7%, -7%, -3%[46.1 µM]
Cn1ncc(C#N)c1NC(=O)C1CC(c2c(F)cccc2Cl)=NO1 (stereo not given)
 : 3%, -2.0%, ?, 1%, 1%, 1%, 2%[46.1 µM]
CCOC(=O)CSCc1cn2cc(Cl)ccc2n1
 : 4%, -3.1%, 2%, 14%[38.3 µM], -4%, 4%, 2%[46.1 µM]
CCN1CCc2c(OCC(=O)Nc3cccc(C)c3C)cccc2C1=O
 : -4%, -5.1%, -10%[46 µM], 3%, 4%, -8%, -15%
O=C(Cn1cnc2ccccc2c1=O)NCC(=O)N1CCN(c2ccccn2)CC1
 : 1%, 0.0%, -7%, 1%[38.3 µM], 1%, 19%, -2%[46.1 µM]
Cn1cc(CC(=O)NCCCN2CCOCC2)c2ccccc21
 : -1%, -3.9%, ?, -5%, 1%, 1%, 16%
S=C(NCCCN1CCOCC1)NC1CC1
 : 2%, -1.2%, -4%[46 µM], 4%, 3%, -3%, 6%
COc1cc(CN2CCC(CO)(Cc3cccc(C(F)(F)F)c3)CC2)ccc1F
 : 19%, 3.7%, /, /, /, -7%, ?
O=C(CC12CC3CC(CC(C3)C1)C2)NCc1ccco1
 : -1%, -1.1%, 18%[46 µM], -3%, 2%, 5%, 10%
CCN(CC)C(=O)COc1ccc2oc(C)c(C(=O)OC)c2c1
 : 10%, -1.0%, 5%, 29%[38.3 µM], 1%, -4%, -1%[46.1 µM]

# A portion of the library; count on the stated rates, not on these rows.
